p53 reactivation – qHTS assay for re-activators of p53 using a Luc reporter | 0.063% of 320,000 active | H1299 p53-A138V BP100-luciferase reporter, luminescence, 24 h | Potency, µM (top dose mostly 92.2 µM), for inactives: at the top dose activity change, positive = activation, most hits filed as activators; further: % of control where 0% means no effect; nearly all actives have a fitted effect of over 45% in size
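p53-null H1299 cells stably carrying temperature-sensitive p53-A138V and a BP100-luciferase reporter were pinned with compounds (4-point, 1:5 series) and held 24 hrs at 37 deg C. Luminescence was read 10 min after detection reagent.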
FLuc counter – qHTS profiling assay for firefly luciferase inhibitor/activator using purifed enzyme and Km concentrations of substrates (counterscreen for miR-21 project); Luciferin 4-monooxygenase (Photinus pyralis), P08659; purified FLuc, Km substrates, luminescence inhibition; Potency, µM (top dose mostly 57.5 µM), for inactives: at the highest dose activity change, negative = inhibition, hits mostly inhibitors; 6.9% of 360,000 active; AID 588342, 2011;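 further: plate controls were vehicle for no effect and reference inhibitor for full effect; nearly all actives have a fitted effect of over 55% in size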
Target sequence (P08659 whole entry, looked up): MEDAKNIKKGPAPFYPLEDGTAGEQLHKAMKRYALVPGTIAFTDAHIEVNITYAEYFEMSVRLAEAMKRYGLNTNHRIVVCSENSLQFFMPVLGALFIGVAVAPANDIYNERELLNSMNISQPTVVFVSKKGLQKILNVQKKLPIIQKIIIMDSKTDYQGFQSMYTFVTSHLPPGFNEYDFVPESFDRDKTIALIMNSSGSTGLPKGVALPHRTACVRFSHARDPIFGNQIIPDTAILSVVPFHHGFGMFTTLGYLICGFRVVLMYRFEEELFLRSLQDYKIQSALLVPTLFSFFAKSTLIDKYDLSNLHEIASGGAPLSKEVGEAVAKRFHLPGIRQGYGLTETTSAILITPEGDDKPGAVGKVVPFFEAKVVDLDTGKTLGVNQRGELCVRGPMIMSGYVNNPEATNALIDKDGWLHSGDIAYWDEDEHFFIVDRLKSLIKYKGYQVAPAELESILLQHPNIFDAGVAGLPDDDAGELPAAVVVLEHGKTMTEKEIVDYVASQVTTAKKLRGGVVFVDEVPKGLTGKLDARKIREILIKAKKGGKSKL
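Biochemical qHTS of compounds, final roughly 60 µM downward over six points, against 10 nM purified firefly luciferase using Km concentrations of substrates (10 uM D-luciferin, 10 uM ATP) in Tris acetate pH 7.5 buffer; luminescence output.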
CXXC DNA block – qHTS Fluorescence Polarization Assay for Inhibitors of MLL CXXC domain - DNA interaction. Histone-lysine N-methyltransferase 2A (Homo sapiens), Q03164. MLL-CXXC / FITC-HOXA9 DNA fluorescence polarization. Potency, µM (doses to about 115 µM), for the others: at the top dose activity change, negative = inhibition, usual class: inhibitors. 0.037% of 290,000 active. AID 2662, 2010; active means well fitted inhibition curve with a large enough effect in the polarisation, with a control signal flat, not every such curve was filed as active; inconclusive means small, poorly fitted or top-dose-only effect, or effect the other way, or a change in a side signal; inactive means no such curve, though single readings can be large or run the other way; the % refers to the polarisation
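Steps: dispense CXXC domain solution (7 uM) → pin compounds or unlabeled HOX-A9 DNA control → 5 min ambient → add FLSN-HOX-A9 solution (50 nM) → spin → 30 min ambient → fluorescence polarization. Tris pH 7.5/NaCl/DTT/BSA buffer.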
NPC1 promoter act – qHTS Assay for NPC1 Promoter Activators; Huh7 NPC1 promoter luciferase reporter, 24 h; Potency, µM (series often up to 9.22 µM), for inactives: top-dose activation, usual class: activators; 2.4% of 320,000 active; AID 485313, 2010;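 further: % of control where 0% means no effect; nearly all actives have a fitted effect of over 60% in size; reporter is driven by a mutant NPC1 promoter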
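Huh7 reporter cells (NPC1 promoter driving luciferase) are dosed with compound for 24 h at 37 °C, 5% CO2; luciferase detection reagent is then added and luminescence measured after 10 min at ambient temperature.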
Gal4-VP16 FLuc – VP16 counterscreen qHTS for inhibitors of ROR gamma transcriptional activity; Drosophila S2 Gal4-VP16 UAS-luciferase, luminescence, 20 h; Potency, µM (doses to about 53.6 µM), without a hit: top-dose activity, negative = inhibition, hits mostly inhibitors; 3.5% of 310,000 active; AID 2546, 2010;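 further: Gal4-VP16 expression switched on by copper sulfate through the metallothionein promoter; on the % scale 0 is the no-effect control and ±100 the full control effect; nearly all actives have a fitted effect of over 50% in size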
MBNL1-CUG inh – qHTS Assay for Inhibitors of MBNL1-poly(CUG) RNA binding; Muscleblind-like protein 1 (Homo sapiens), Q9NR56; TR-FRET MBNL1-His/biotin-(CUG)12 binding, 665/545 ratio; Potency, µM (top dose mostly 57.5 µM), without a hit: at the highest dose activity change, negative = inhibition, usual class: inhibitors; 0.036% of 280,000 active; active means well fitted inhibition curve with a large enough effect in the signal ratio, with a control signal flat, not every such curve was filed as active; inconclusive means small, poorly fitted or top-dose-only effect, or effect the other way, or a change in a side signal; inactive means no such curve, though single readings can be large or run the other way; the % refers to the signal ratio; further: on the % scale 0 is the no-effect control and ±100 the full control effect
Target sequence (Q9NR56 whole entry, looked up): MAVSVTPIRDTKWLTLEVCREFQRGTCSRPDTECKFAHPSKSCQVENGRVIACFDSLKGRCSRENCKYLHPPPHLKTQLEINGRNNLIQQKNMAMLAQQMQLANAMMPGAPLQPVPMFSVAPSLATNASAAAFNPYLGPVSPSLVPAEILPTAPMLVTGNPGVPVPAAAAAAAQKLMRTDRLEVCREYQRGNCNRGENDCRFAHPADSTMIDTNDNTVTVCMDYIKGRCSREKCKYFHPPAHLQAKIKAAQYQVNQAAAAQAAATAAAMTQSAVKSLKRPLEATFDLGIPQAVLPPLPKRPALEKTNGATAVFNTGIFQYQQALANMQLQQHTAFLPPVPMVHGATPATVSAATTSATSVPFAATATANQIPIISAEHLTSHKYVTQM
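MBNL1-His + Biotin-(CUG)12, cpd titration 92 nM–58 uM; Tb anti-His Ab 0.055 ng/ul, SA-XL665 5 nM (final); 60 min RT; ratiometric 665/545 nm, Ex 340 nm; normalized to buffer and full-complex controls.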
ELG1 genotoxic – qHTS screen for small molecules that induce genotoxicity in human embryonic kidney (HEK293T) cells expressing luciferase-tagged ELG1. HEK293T ELG1-luciferase reporter, luminescence, 16 h. Potency, µM (titrated, usually from 46 µM), inactives show at the top dose activity change, positive = activation, usual class: activators. 1.3% of 330,000 active. AID 504466, 2011; further: % of control where 0% means no effect; nearly all actives have a fitted effect of over 60% in size
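Genotoxicity was scored as increased ELG1-luciferase reporter signal, measured by ONE-Glo luminescence (30 min, room temperature). Compound or vehicle exposure of the HEK293T reporter cells lasted 16 hr at 37°C.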
BRCA1 expr up – qHTS Assay to Identify Small Molecule Activators of BRCA1 Expression. MCF7-BRCA1-FFLuc reporter, luminescence, 48 h; response scale: scaled: vehicle 0%, 10 µM genistein 100%. Potency, µM (highest dose often 46.1 µM), without a hit: at the highest dose activation, usual class: activators. AID 624202, 2012. 1.1% of 380,000 active; further: nearly all actives have a fitted effect of over 80% in size; some results filed as inactive show a strong effect at the top dose
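Compounds are tested at multiple concentrations on MCF7 BRCA1-luciferase reporter cells seeded at 2000 per well; after 48 h, a single luminescence end-point is taken and curves fitted to the normalized data.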
RORgamma inh – qHTS for inhibitors of ROR gamma transcriptional activity. Nuclear receptor ROR-gamma (Mus musculus), P51450. Drosophila S2 Gal4-RORgamma UAS-luciferase reporter, 20 h. Potency, µM (top dose mostly 53.6 µM), without a hit: top-dose activity change, negative = inhibition, actives largely listed as inhibitors. 5.4% of 310,000 active; further: on the % scale 0 is the no-effect control and ±100 the full control effect; nearly all actives have a fitted effect of over 60% in size
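Compounds are pin-transferred onto Drosophila Schneider cells expressing a copper-inducible Gal4–ROR gamma transactivation domain fusion. After 1 hr, copper sulfate is added to 700 uM final; luciferase is read 20 hr later.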
Rab9 prom act – qHTS Assay for Rab9 Promoter Activators. Huh7 Rab9 promoter-luciferase reporter, luminescence, 24 h. Potency, µM (highest dose often 9.22 µM), without a hit: at the highest dose activation, negative = inhibition, usual class: activators. 2.8% of 320,000 active; further: % of control where 0% means no effect; nearly all actives have a fitted effect of over 60% in size
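Using Huh7 cells stably transfected with Rab9 promoter–luciferase, compounds were incubated 24 h at 37 °C, 5% CO2; luciferase luminescence was read 10 min after reagent addition.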
uPA generation – qHTS for Inhibitors of Cell Surface uPA Generation | cell surface uPA generation assay, qHTS | Potency, µM (series often up to 38.3 µM), for inactives: at the top dose activity change, negative = inhibition, most hits filed as inhibitors | 0.31% of 330,000 active; active means well fitted inhibition curve with a large enough effect; inconclusive means small, poorly fitted or top-dose-only effect; inactive means no such curve, though single readings can be large or run the other way; tested in mouse RAW 264.7 cells; further: on the % scale 0 is the no-effect control and ±100 the full control effect; nearly all actives have a fitted effect of over 55% in size
* marks the source's active call; other numbers are inactive results; ? = inconclusive; / = no result given; [ ] = remark or other dose. Unless noted, the call rests on the fitted dose curve; in most records, active means well fitted curve in the direction sought with a large enough effect; inconclusive means small, poorly fitted or top-dose-only effect, or another doubt; inactive means no such curve, though single readings can be large; an effect the other way counts as inactive or inconclusive. Potency means the concentration at half of the fitted maximal effect. An excerpt (hit frequency here may not be typical).

Value order – p53 reactivation, FLuc counter, CXXC DNA block, NPC1 promoter act, Gal4-VP16 FLuc, MBNL1-CUG inh, ELG1 genotoxic, BRCA1 expr up, RORgamma inh, Rab9 prom act, uPA generation
COc1ccc(OC)c(C2/C(=C(/O)c3cnn(-c4ccccc4)c3C)C(=O)C(=O)N2CCN(C)C)c1 (configuration not stated)
→ 5.9%, ?, 8.6%, -6.1%, ?, 4.1%, -15.2%, -6.3%, -29.1%, -16.0%, 0.0%
COC(=O)c1ccc(CSc2nnc(NC(C)C)s2)o1
→ -2.9%, 4.8%, -1.6%, -1.1%, 3.5%, -0.9%, 4.8%, 43.8%, 9.9%, 4.1%, 1.3%
CC(=O)Nc1ccc(S(=O)(=O)N2CCN(C(=O)c3ncoc3-c3ccc(C)cc3)CC2)cc1
→ -8.3%, -1.0%, 5.9%, -0.1%, 2.4%, -2.5%, -9.8%, -22.1%, 22.2%, -5.8%, 2.5%
CC(=O)N1CC(C)Oc2ccc(S(=O)(=O)NC(CC(=O)O)c3ccc(C)cc3C)cc21 (configuration not stated)
→ 7.5%, 1.8%, -1.9%, 0.8%, -8.6%, -0.4%, 0.6%, -7.5%, -1.6%, -3.3%, -8.1%
Cn1c(C(=O)N[C@@H](Cc2ccccc2)C(=O)O)cc2cc(Cl)ccc21
→ -4.8%, -0.5%, ?, -0.4%, 6.2%, 1.2%, -1.2%, -23.5%, 13.8%, 1.6%, -4.2%
CCN1CCN(c2oc(COc3ccc(Cl)cc3)nc2C#N)CC1
→ -3.3%, 0.2%, -11.9%, 0.3%, -6.7%, -12.2%, 1.2%, -12.2%, 14.8%, -4.1%, 0.4%
CCOc1ccc(NC(=O)NC(C)CC)cc1 (configuration not stated)
→ -1.9%, ?, 13.3%, 12.4%, -5.7%, -9.5%, 3.2%, 39.2%, 0.1%, 8.3%, -10.7%
Cc1ccc(C(C(=O)NC2CCCC2)N(C(=O)c2csnn2)C2CCCC2)o1 (configuration not stated)
→ -0.8%, 3.5%, -2.5%, 2.6%, -4.2%, -3.8%, 0.0%, -0.6%, 21.8%, 10.4%, 4.9%
O=C(Cc1cccc(C(F)(F)F)c1)NCC(=O)Nc1cc(Cl)ccc1Cl
→ -4.2%, 0.0%, 17.1%, -1.6%, 9.7%, 0.5%, 4.3%, -21.4%, -9.5%, -0.8%, 1.9%
N#Cc1cncc(-c2ccc3c(c2)OCCOCCOCCOCCOCCO3)n1
→ -16.5%, -8.8%, 0.8%, -3.5%, -7.8%, 2.1%[11.5 µM], -2.4%, -4.9%, 12.6%, -0.2%, 4.5%
Cc1ccc(NS(=O)(=O)c2ccc3oc(=O)ccc3c2)cc1Cl
→ /, -0.6%, -5.0%, 2.0%, -0.3%, -1.8%, 3.5%, -1.9%, ?, 1.8%, -7.7%
COc1ccccc1NC(=O)Cn1cnc2c(cnn2-c2ccccc2)c1=O
→ -0.7%, -5.7%, -6.6%, -11.8%, -0.9%, -6.6%, 2.5%, -38.9%, 22.4%, -1.5%, 0.0%
CCOC(=O)c1ccccc1-n1c(C)cc(C2N=C(N)Nc3nc4ccccc4n32)c1C (configuration not stated)
→ 3.2%, 5.3%, ?, -4.0%, -0.7%, -3.5%, -5.2%, -8.0%, -10.3%, -0.6%, /
CC(C)(C)C1CCC(C(=O)OCC(=O)N2CCOCC2)CC1 (configuration not stated)
→ 13.7%, -10.3%, -0.5%, -3.6%, 5.5%, /, 0.9%, -5.0%, 39.8%, 1.4%, -9.1%
CC(c1ccccc1)N1CCc2[nH]c(=S)[nH]c(=O)c2C1 (configuration not stated)
→ -3.3%, -2.9%, 5.8%, -4.2%, -7.0%, 8.2%, -4.2%, 1.3%, 7.7%, -7.1%, 0.7%
N#Cc1nc(COc2ccccc2)oc1N1CCCCC1
→ ?, -8.7%, 9.1%, 3.9%, 8.5%, -14.3%, 10.2%, 54.9%, ?, 12.3%, -12.7%
Nc1cccc(CP(=O)(c2ccccc2)c2ccccc2)c1
→ -3.8%, -0.7%, /, 0.6%, /, /, -1.3%, 3.1%, /, -3.6%, -3.6%
CCN(C(=O)c1ccc2c(c1)OCO2)C1CCS(=O)(=O)C1 (configuration not stated)
→ 3.5%, 5.0%, /, -4.7%, /, /, 0.0%, -10.0%, /, -0.9%, -1.2%
CC(=O)c1ccc(OC(=O)Cc2cccc3ccccc23)cc1
→ 9.4%, -12.5%, 18.4%, -1.9%, 1.2%, -4.3%, -0.5%, -4.9%, 12.8%, -4.4%, ?
COC(=O)CCCNC(=O)CC1C(=O)NCCN1Cc1ccoc1 (configuration not stated)
→ -2.4%, -0.7%, 0.3%, -1.1%, -10.0%, -6.5%, 3.8%, -11.0%, -20.2%, -0.3%, 16.0%
COc1ccc2cc(S(=O)(=O)NCc3cccnc3)ccc2c1
→ 12.2%, 0.1%, -1.0%, -4.5%, ?, 4.5%, -14.9%, -20.7%, ?, -5.4%, 2.6%
Cc1c(O)ccc(NS(=O)(=O)c2ccccc2)c1C
→ 1.6%, -3.1%, -2.6%, 0.0%, -8.0%, -2.6%, -3.5%, -8.4%, 4.7%, 1.5%, -0.6%
O=C(O)c1ccc(NC(=O)c2ccc(COc3ccc(Cl)cc3)o2)cc1
→ -2.6%, ?, 4.8%, 5.4%, 4.3%, -0.7%, -3.1%, 69.4%, 22.9%, 8.3%, 3.1%
CC(C)(C)NC(=O)CC(CC(=O)O)c1ccccc1 (configuration not stated)
→ -0.7%, 0.3%, -2.5%, 1.0%, 2.3%, 6.5%, 0.5%, 6.8%, -30.4%, -1.2%, 4.4%
O=C(O)c1cccc(-c2nnn(Cc3ccccc3)n2)c1
→ ?, 10.7µM*, -4.1%, 1.41µM*, -1.5%, 2.4%, 12.7%, -15.7%, -3.0%, 0.708µM*, 3.6%
COc1cc(/C=N/Nc2ccnc(=O)[nH]2)ccc1O
→ 7.0%, ?, ?, -1.1%, 12.0%, -19.5%, 14.0%, 11.5%, -7.6%, -1.8%, -0.6%
N#Cc1ccc(Oc2cccc3cccnc23)c([N+](=O)[O-])c1
→ 0.6%, -1.3%, -5.7%, 0.5%, -14.4%, ?, -1.2%, -0.3%, 7.8%, -1.5%, -3.3%
Cc1ccc(-n2ncc3c(SCC(=O)Nc4cc(C)on4)ncnc32)c(C)c1
→ 2.8%, 0.5%, -1.8%, -9.5%, -9.1%, 3.6%, -2.3%, -15.6%, -12.6%, -4.0%, 4.3%
CC1CC(O)(CC(O)(c2ccccc2)c2ccccc2)C(C)CN1C (configuration not stated)
→ -7.1%, 0.9%, -5.1%, -0.1%, 7.5%, 7.8%, 0.2%, 1.6%, 11.4%, -3.4%[1.84 µM], -2.0%
COc1cc(C(=O)NCC2CCCO2)ccc1OCc1ccccc1 (configuration not stated)
→ -29.6%, -5.9%, -15.6%, 0.7%, -29.9%, -2.7%, -7.1%, 33.0%, -20.6%, 8.0%, 3.6%
O=C1CC(c2ccccc2)c2ccc(O)cc2O1 (configuration not stated)
→ -1.4%, -1.0%, 2.0%, -2.1%, 8.4%, -1.2%, -1.3%, -6.2%, -0.9%, 0.6%, -3.6%
O=C(COc1ccccc1)Nc1cc2c3c(c1)CC(=O)N3CCC2
→ 8.4%, -17.0%, /, 12.0%, /, /, 12.7%, 59.0%, /, 0.4%, 2.6%
CSCCNC(=O)Nc1c(-c2c(Cl)cccc2Cl)noc1C
→ 1.3%, 0.5%, 1.4%, 0.2%, 6.9%, -9.2%, 2.7%, 21.4%, 11.3%, -1.2%, 15.1%
COc1ccc(S(=O)(=O)N2CCCCCC2)cc1C(=O)N(CC(C)C)C1CCS(=O)(=O)C1 (configuration not stated)
→ -2.5%, -1.2%, /, 0.7%, /, /, 0.9%, -5.4%, /, -5.2%, -1.7%
COC(=O)[C@]1(Cc2ccccc2)N[C@H](c2ccc(-c3cccc(Cl)c3)cc2)[C@@H]2C(=O)N(C)C(=O)[C@@H]21
→ -4.9%, -1.6%, /, -6.8%, /, /, -5.5%, -25.5%, /, 0.0%, ?
